ADAM10 inh – ADAM10 inhibition, QFRET primary screen. inhibition, % at 7 µM. O14672. 370,000 tested, 0.62% active. recombinant ADAM10, EDANS/DABCYL FRET peptide cleavage, 3 h. AID 720582;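 active means inhibition above a per-campaign cutoff equal to the mean of compounds falling between control-based bounds plus 3 SD, cut at about 20% in these data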;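 further: 0% = DMSO wells while the 100% control is not disclosed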
PLCb3 inh – blocks human PLC-beta3 enzyme activity. 370,000 tested, 0.18% active. Purified PLC-beta3, fluorogenic substrate, fluorescence. inhibition, % at 12.2 µM; in the data active means inhibition above about 11%;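 further: 0% = median of compound wells on plate and 100% = full blocker control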
ADAM17 inh – inhibits human ADAM17. recombinant ADAM17, EDANS/DABCYL FRET peptide cleavage. inhibition, % at 6.95 µM. 370,000 tested, 0.83% active;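 active means inhibition above the mean of compounds lying between control limits plus 3 SD, set per campaign, cut at about 8.5% in these data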;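 further: 0% = DMSO-only wells as the low control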
Tn6 DDE FP – disrupts Tn6 cyclic peptide binding to fibrin D-Dimer-E complex. P02675. Fibrin DD(E) TRITC-Tn6 fluorescence polarization displacement. inhibition, % at 8.3 µM. 370,000 tested, 0.21% active;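 active means inhibition above a per-campaign cutoff: mean of compounds within control limits plus 3 SD, cut at about 15% in these data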;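 further: 0% = median of all compound wells on the plate and 100% = blocking peptide control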
Target sequence (P02675 whole entry, looked up): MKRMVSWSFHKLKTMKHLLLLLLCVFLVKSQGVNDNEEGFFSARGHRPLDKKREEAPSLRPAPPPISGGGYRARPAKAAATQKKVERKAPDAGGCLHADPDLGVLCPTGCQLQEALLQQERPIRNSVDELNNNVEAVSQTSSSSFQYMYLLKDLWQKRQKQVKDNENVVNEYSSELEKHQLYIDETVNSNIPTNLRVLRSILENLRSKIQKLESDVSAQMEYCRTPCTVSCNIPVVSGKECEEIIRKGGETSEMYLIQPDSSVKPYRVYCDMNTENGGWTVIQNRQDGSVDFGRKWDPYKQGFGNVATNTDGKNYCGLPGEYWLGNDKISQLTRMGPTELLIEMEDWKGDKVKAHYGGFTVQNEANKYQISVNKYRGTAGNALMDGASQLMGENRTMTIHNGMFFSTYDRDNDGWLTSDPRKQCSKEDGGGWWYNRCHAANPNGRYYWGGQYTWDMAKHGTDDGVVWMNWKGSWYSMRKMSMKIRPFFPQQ
SIAE primary – inhibitors of human sialic acid acetylesterase SIAE. Q9HAT2. SIAE FP-Rh probe binding, fluorescence polarization. inhibition, % at 9.66 µM. 370,000 tested, 0.69% active. AID 1053197;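 active means inhibition above a cutoff: mean of compounds within the control limits plus 3 SD of those, cut at about 17% in these data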;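 further: 0% = plate median of compound wells and 100% = probe without SIAE protein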
ASAP1 GAP inh – inhibitors of human ASAP1 ArfGAP activity; inhibition, % at 16.5 µM; 360,000 tested, 0.19% active; ASAP1-stimulated ARF1 GTP hydrolysis, GDP FP detection; in the data active means inhibition above about 25%;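 further: 0% = vehicle with enzyme and substrate and 100% = no enzyme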
Target sequence (Q9ULH1 325-724 limits assumed): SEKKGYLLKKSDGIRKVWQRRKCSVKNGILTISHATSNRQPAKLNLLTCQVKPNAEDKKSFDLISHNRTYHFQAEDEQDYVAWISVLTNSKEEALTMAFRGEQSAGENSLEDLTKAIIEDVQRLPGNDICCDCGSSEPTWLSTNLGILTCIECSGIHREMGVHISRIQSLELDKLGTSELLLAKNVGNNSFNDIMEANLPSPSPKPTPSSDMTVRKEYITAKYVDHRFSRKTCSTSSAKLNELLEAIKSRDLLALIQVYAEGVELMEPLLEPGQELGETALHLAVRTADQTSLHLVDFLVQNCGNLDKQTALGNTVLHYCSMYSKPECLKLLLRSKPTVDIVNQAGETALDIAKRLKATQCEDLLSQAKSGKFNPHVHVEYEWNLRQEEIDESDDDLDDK
TDP2 inh – blocks human TDP2 phosphodiesterase activity | O95551 | recombinant TDP2, T5PNP hydrolysis, p-nitrophenol absorbance 415 nm | inhibition, % at 12.8 µM | 370,000 tested, 0.34% active | AID 720702;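 active means inhibition above the mean of all tested compounds plus 3 SD, set per campaign, cut at about 25% in these data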;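 further: 0% = DMSO with enzyme and 100% = buffer with substrate but no TDP2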
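System: recombinant human TDP2 / Amount: 120 nM TDP2 per well / Also added: 5 mM T5PNP chromogenic substrate / Doses: 12.8 µM single point, 1% DMSO / Incubation: 2 h at 37 °C / Detection: p-Nitrophenol epi absorbance / Evaluation: % inhibition relative to enzyme-containing and enzyme-free wells / Repeats: singlicate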
DDE Tn7 FP inh – DD(E)-Tn7 binding inhibition, primary FP screen. P02675. FP displacement of FITC-Tn7 peptide from fibrin DD(E); 0% = median of compound wells per plate. inhibition, % at 8.3 µM. 370,000 tested, 0.13% active;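 active means inhibition above the mean of compounds falling within the control limits plus 3 SD of them, cut at about 14% in these data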;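 further: 0% = plate median of compound wells and 100% = 10 µM Aha-Tn7 peptide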
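Assay system: Human fibrin DD(E) protein | Medium: Tris buffer with calcium and detergent, pH 7.8 | Reagent: 0.1 µM fluorescent Tn7 | Compound dosing: Single point at 8.3 µM | Times: 10 min preincubation, 3 h with tracer, room temperature | Detection: Fluorescence polarization of the labelled Tn7 tracer | Controls: Aha-Tn7 high control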
ARFGAP1 inhibitor – inhibitors of rat ARFGAP1; inhibition, % at 16.5 µM; 360,000 tested, 0.26% active; AID 651572; Arfgap1-stimulated ARF1 GTP hydrolysis, GDP FP detection; Q62848;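 active means inhibition above a per-plate limit, mean inhibition of low control wells plus 3 SD, cut at about 25% in these data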;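 further: 0% = DMSO wells with enzyme and 100% = wells lacking Arfgap1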
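Assay system: Rat Arfgap1 GAP domain (His6, aa 1-136), purified enzyme | Buffer or medium: HEPES 25 mM pH 7.5, NaCl 150 mM, MgCl2, DTT | Schedule: GTP hydrolysis reaction 2 h at 25 °C | Signal: FP of antibody-bound GDP Alexa 633 tracer, ex 620/em 688 nm | Measure: Percent inhibition of Arfgap1-stimulated GTP hydrolysis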
PLC-gamma1 inh – PLC-gamma1 (human) inhibition, primary screen; 370,000 tested, 0.84% active; P19174; purified PLC-gamma1, fluorogenic substrate, fluorescence; inhibition, % at 12.2 µM; in the data active means inhibition above about 9.5%
* marks the source's active call; other numbers are inactive results; i = inactive; nt = no result given.

#	ARFGAP1 inhibitor	PLC-gamma1 inh	SIAE primary	ADAM17 inh	PLCb3 inh	TDP2 inh	DDE Tn7 FP inh	ADAM10 inh	Tn6 DDE FP	ASAP1 GAP inh	SMILES
1	-7	0	-5	1	2	-3	-5	-3	-1	-5	CN(c1ccccc1)S(=O)(=O)c1ccc(Cl)c(C(=O)OCC(=O)NC2CCS(=O)(=O)C2)c1 (configuration not stated)
2	-2	9.5*	-8	3	10	-20	-3	5	5	10	CCOC(=O)N1CCN(C(=O)COc2ccccc2Cl)CC1
3	-7	3	15	1	-4	16	-1	8	-1	-8	CN(C)c1ccc(NS(=O)(=O)c2cc3c4c(c2)CC(=O)N4CCC3)cc1
4	13	3	-2	1	5	-16	-4	8	9	0	Cc1cccc(-n2nnnc2SCC(=O)NC2CCCC2)c1
5	3	-6	12	-3	-8	0	-1	2	-6	-3	CCc1cc(C(c2ccncc2)N2CCN(C)CC2)c(NC(=O)c2ccccc2)s1 (configuration not stated)
6	-3	-2	-7	-9	-10	3	5	-13	-11	1	O=S(=O)(c1cccc(-c2csc(-c3cccnc3)n2)c1)N1CCOCC1
7	-3	-2	-5	-4	-8	16	-5	-3	1	-11	Cc1cccn2c(=O)c(/C=N/O)c(Nc3ccccc3F)nc12
8	-8	3	8	0	-1	-13	-3	-2	-1	-3	S=c1[nH]nc(CN2CCCC2)n1Cc1ccccc1
9	12	9	-10	12*	8	-16	-6	13	-1	1	O=C(Nc1ccc(S(=O)(=O)C(F)F)cc1)c1cccc(S(=O)(=O)N2CCOCC2)c1
10	13	i	16	-233	i	3	0	i	-3	-3	Cc1nc2[nH]c(=O)c3c(n2n1)NC1=C(C(=O)CC(C)(C)C1)C3c1ccccc1 (configuration not stated)
11	3	6	5	4	-6	-11	-2	3	-5	4	CCOC(=O)c1ccccc1NC(=S)N1CCN(C2CCCCC2)CC1
12	5	-2	1	-3	-1	5	-4	-2	9	0	COCCCNC(=O)CSc1c2c(nc3ccc(Cl)cc13)CCCC2
13	20	3	2	5	2	-13	-8	9	-4	13	CCOc1ccccc1Oc1cn[nH]c1-c1ccc(OC)cc1O
14	0	6	0	-7	8	-6	-1	-5	-6	0	COc1ccc(S(=O)(=O)NC(C(C)C)C(C)C)cc1OC
15	-11	0	0	0	0	-10	9	2	-1	-5	Cc1ccc(/C=C/C(=O)c2ccc(C)cc2)cc1
16	-4	-1	-6	-6	-2	0	2	-7	4	10	COc1ccc(C(=O)C(CO)Oc2ccccc2OC)cc1OC (configuration not stated)
17	-4	0	-1	-3	-10	2	6	-3	5	1	Cc1c(C(=O)NC2CCOC2)oc2c(F)cccc12 (configuration not stated)
18	-3	2	-2	-6	-3	6	1	7	-1	5	COc1ccccc1NC(=O)C1CCCN(c2ncnc3c2nc2n3CCCCC2)C1 (configuration not stated)
19	-7	8	-3	4	3	-13	-4	5	-3	7	O=C(CCl)N1CCN(CC(=O)N2CCCC2)CC1
20	4	2	-3	-2	2	2	-6	2	1	1	CCOC(=O)C1CCN(CCC(=O)Nc2ccccc2)CC1
21	-8	1	-1	1	2	-4	1	5	-2	-6	C=C1CCN([C@@H](Cc2ccccc2)C(=O)NCc2ccccc2)S(=O)(=O)c2ccccc21
22	16	2	2	-2	3	1	-2	2	-11	7	COc1ccc(-c2nnc(SCc3ccccn3)n2C)cc1
23	10	-2	4	-6	-2	4	-2	-4	-7	6	O=C(N/N=C/c1ccccc1)C(=O)N/N=C/c1ccccc1
24	3	-64	4	-61	-81	-5	-5	-174	5	3	Cc1c(NC(=O)COC(=O)c2cc3c4ccccc4n(C)c3s2)c(=O)n(-c2ccccc2)n1C
25	-2	-1	-1	-4	-2	7	-2	-7	-3	-4	CCn1ccnc1CN(C)C(=O)c1cc(COc2c(F)cccc2F)on1
26	-7	-1	6	-6	-10	6	-3	-3	-10	11	O=C(COC(=O)c1cc(Cl)nc(Cl)c1)NCCc1ccc(F)cc1
27	1	-2	1	-3	-8	11	-1	-6	3	-5	Cc1ccc2[nH]c(=O)c(CN(C(=O)c3cccc([N+](=O)[O-])c3)C(C)C)cc2c1
28	6	1	1	-3	-1	-1	-2	2	-3	-20	CCOC(=O)c1[nH]c(=O)[nH]c1CSCCO
29	nt	-9	3	-11	-14	2	-9	-47	-2	nt	Cc1nc2ccc(NC(=O)c3c(Cl)cccc3Cl)cc2c(=O)[nH]1
30	1	1	-2	3	2	-5	-2	5	6	10	O=C(CSc1ccc(F)cc1)Nc1ccc(Br)cc1

Complete entries from above. Order of values: ARFGAP1 inhibitor, PLC-gamma1 inh, SIAE primary, ADAM17 inh, PLCb3 inh, TDP2 inh, DDE Tn7 FP inh, ADAM10 inh, Tn6 DDE FP, ASAP1 GAP inh
COc1ccc(S(=O)(=O)NC(C(C)C)C(C)C)cc1OC across the screens: 0, 6, 0, -7, 8, -6, -1, -5, -6, 0
CCOC(=O)C1CCN(CCC(=O)Nc2ccccc2)CC1 across the screens: 4, 2, -3, -2, 2, 2, -6, 2, 1, 1

More compounds:
#	ARFGAP1 inhibitor	PLC-gamma1 inh	SIAE primary	ADAM17 inh	PLCb3 inh	TDP2 inh	DDE Tn7 FP inh	ADAM10 inh	Tn6 DDE FP	ASAP1 GAP inh	SMILES
31	-10	0	-7	-5	-7	4	0	5	5	11	CSc1nc(C)c(C(=O)Nc2ccccc2)c(-c2ccco2)c1C#N
32	-2	-18	-2	-5	-25	-1	9	-2	-7	-6	COc1ccc(Cl)cc1/C=C/c1ccc2cccc(O)c2n1
33	8	4	-4	1	-2	6	-3	6	0	-2	Cc1nc(-c2ccccc2)sc1C(=O)CSc1ccccc1
34	-7	0	-4	-4	2	13	2	5	3	-1	CC(/C=N/N1CCN(c2ccc(C)cc2)CC1)=C\c1ccccc1
35	2	1	0	0	-11	-16	-3	1	11	-3	CCOc1ccc(/C=C2\SC(=S)N(C(C(=O)O)c3ccccc3)C2=O)cc1OC (configuration not stated)
36	7	1	-4	-8	5	-21	-3	-10	-9	16	CC1(C)CC(NC(=O)C2CCCCC2)CC(C)(C)N1
37	12	2	-1	-9	-1	12	10	4	2	0	CC1CCN(C(=O)C2CCN(S(=O)(=O)c3cccnc3)CC2)CC1
38	-1	4	2	2	2	-6	-3	2	-6	3	NCCc1nnc(SCc2ccc(F)cc2)o1
39	0	5	-4	-4	-6	-2	-1	-2	-6	4	O=C(c1cc(-c2ccc(Cl)cc2)on1)N1CCN(c2ccccc2)CC1
40	1	8	-3	0	-2	-23	-1	-1	-4	12	CCCCC(=O)Oc1c(S(=O)(=O)c2ccc(C)cc2)c(C)nn1C(C)(C)C
41	-9	4	18*	-3	3	-2	9	-3	0	-7	CCCCn1c(N)c(N(CC(C)C)C(=O)CSc2ccc([N+](=O)[O-])cc2)c(=O)[nH]c1=O
42	-3	2	0	4	-3	-11	-4	-1	-4	9	Cc1cccc(C(=O)OCC(=O)NN2C(=O)NC3(CCCCC3)C2=O)c1
43	-5	3	8	-1	-7	-14	-3	3	1	-2	Cc1ccc(-n2nc3c(=O)n(CCCC(=O)NCCN4CCN(C)CC4)nc(C)c3c2C)cc1
44	0	0	0	-2	0	5	-9	3	-1	2	O=C(NCc1cccc(C(F)(F)F)c1)c1cc(-c2ccccc2)nn1CC1CC(c2cccnc2)=NO1 (configuration not stated)
45	-1	-3	11	0	-4	4	-1	-10	-18	5	Nc1cc(=O)[nH]c(SCCNS(=O)(=O)c2ccccc2)n1

Results in DDE Tn7 FP inh, PLCb3 inh and PLC-gamma1 inh (5 entries from above):
no.	Structure	DDE Tn7 FP inh	PLCb3 inh	PLC-gamma1 inh
44	O=C(NCc1cccc(C(F)(F)F)c1)c1cc(-c2ccccc2)nn1CC1CC(c2cccnc2)=NO1 (configuration not stated)	-9	0	0
40	CCCCC(=O)Oc1c(S(=O)(=O)c2ccc(C)cc2)c(C)nn1C(C)(C)C	-1	-2	8
37	CC1CCN(C(=O)C2CCN(S(=O)(=O)c3cccnc3)CC2)CC1	10	-1	2
43	Cc1ccc(-n2nc3c(=O)n(CCCC(=O)NCCN4CCN(C)CC4)nc(C)c3c2C)cc1	-3	-7	3
34	CC(/C=N/N1CCN(c2ccc(C)cc2)CC1)=C\c1ccccc1	2	2	0

Filtered by structure: the entries above with a thiophene ring, fused or not (2)
#	ARFGAP1 inhibitor	PLC-gamma1 inh	SIAE primary	ADAM17 inh	PLCb3 inh	TDP2 inh	DDE Tn7 FP inh	ADAM10 inh	Tn6 DDE FP	ASAP1 GAP inh	SMILES
5	3	-6	12	-3	-8	0	-1	2	-6	-3	CCc1cc(C(c2ccncc2)N2CCN(C)CC2)c(NC(=O)c2ccccc2)s1 (configuration not stated)
24	3	-64	4	-61	-81	-5	-5	-174	5	3	Cc1c(NC(=O)COC(=O)c2cc3c4ccccc4n(C)c3s2)c(=O)n(-c2ccccc2)n1C
